# Bioassay records: PubChem BioAssay, several laboratories
# CHRM4 agonist – CHRM4 agonism in calcium assay. CHO-K1 hM4/Gqi5, Fluo-8 calcium fluorescence; vehicle 0%, full acetylcholine response 100%. 360,000 compounds, 0.14% hits. activation, % at 3 µM;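 active = activation above the run mean over all test wells plus 3 SD, cut at about 32% in these data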;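 note: peak over basal fluorescence ratio per well then scaled between controls; 0% = DMSO wells and 100% = acetylcholine at EC100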
# Target sequence (P08173 whole entry, looked up): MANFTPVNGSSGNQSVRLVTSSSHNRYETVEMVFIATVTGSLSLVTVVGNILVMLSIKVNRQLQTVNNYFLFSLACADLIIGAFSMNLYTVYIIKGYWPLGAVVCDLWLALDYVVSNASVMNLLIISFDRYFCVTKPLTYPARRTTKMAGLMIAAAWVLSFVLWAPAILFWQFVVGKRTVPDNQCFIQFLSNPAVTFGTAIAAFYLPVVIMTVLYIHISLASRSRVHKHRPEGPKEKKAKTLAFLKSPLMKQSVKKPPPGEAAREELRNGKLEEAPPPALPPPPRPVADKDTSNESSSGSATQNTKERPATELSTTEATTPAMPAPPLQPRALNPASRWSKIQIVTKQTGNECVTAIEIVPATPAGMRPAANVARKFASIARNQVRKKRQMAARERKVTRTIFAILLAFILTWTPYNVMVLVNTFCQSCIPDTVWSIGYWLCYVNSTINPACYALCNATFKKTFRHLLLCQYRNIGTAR
# M4 PAM – potentiates acetylcholine response at human M4 receptor; CHO-K1 hM4/Gqi5, Fluo-8 calcium fluorescence, ACh EC20; 0% = ACh EC20, 100% = maximal ACh; activation, % at 3 µM; 360,000 compounds, 0.4% hits;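 active = activation above its plate's cutoff, the mean activation of sample wells plus 3 SD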; note: some results filed as inactive read as strong as hits
# CRFBP-R2 agonist – CRF-BP/CRF-R2 complex agonism. AID 588473. 350,000 compounds, 0.46% hits. activation, % at 13.2 µM. HEK293 CRF-R2/CRF-BP, calcium dye fluorescence (FLIPR); percent of saturating CRF peptide response;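 active = activation of at least 50%, plus an integration ratio under a set limit after plate pattern correction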;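 note: plate controls were neutral control wells without compound for no effect and CRF at EC100 for full effect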
# M5 ag – agonists of human muscarinic M5 receptor (CHRM5). AID 624037. P08912. activation, % at 3 µM. CHO-K1 hM5 cells, Fluo-8 calcium fluorescence; 0% DMSO wells, 100% maximal acetylcholine response. 360,000 compounds, 0.19% hits;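 active = activation above the run's mean over test compounds plus 3 SD, cut at about 23% in these data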;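 note: signal is peak over basal fluorescence ratio across the kinetic read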
# Target sequence (P08912 whole entry, looked up): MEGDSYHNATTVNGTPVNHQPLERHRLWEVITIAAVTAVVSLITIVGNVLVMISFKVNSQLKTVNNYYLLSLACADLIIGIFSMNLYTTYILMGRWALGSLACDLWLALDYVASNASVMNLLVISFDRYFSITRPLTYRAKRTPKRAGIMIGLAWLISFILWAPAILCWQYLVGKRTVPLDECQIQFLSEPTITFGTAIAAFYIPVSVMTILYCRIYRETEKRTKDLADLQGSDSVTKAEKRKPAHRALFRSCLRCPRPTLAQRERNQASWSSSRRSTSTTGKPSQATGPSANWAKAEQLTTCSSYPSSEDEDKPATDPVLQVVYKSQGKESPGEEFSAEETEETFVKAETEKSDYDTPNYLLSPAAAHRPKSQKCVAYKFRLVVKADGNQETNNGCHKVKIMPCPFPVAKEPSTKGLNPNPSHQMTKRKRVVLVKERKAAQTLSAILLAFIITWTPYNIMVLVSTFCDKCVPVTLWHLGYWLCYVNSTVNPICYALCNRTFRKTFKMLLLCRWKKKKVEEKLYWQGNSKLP
# CHRM5 antagonist – CHRM5 antagonism in calcium assay | P08912 | CHO-hM5 cells, Fluo-8 calcium fluorescence, ACh EC80 | inhibition, % at 3 µM | 360,000 compounds, 0.59% hits;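 active = inhibition above a per-plate cutoff, the mean of that plate's test compounds plus 3 SD, cut at about 27% in these data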;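 note: 0% = acetylcholine EC80 with DMSO and 100% = DMSO without agonist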
# M4 antag – CHRM4 antagonism in calcium assay; CHO-hM4 cells, ACh EC80, Fluo-8 calcium fluorescence; inhibition, % at 3 µM; 360,000 compounds, 0.73% hits; AID 624125;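 active = inhibition above its plate's cutoff, the mean inhibition of sample wells plus 3 SD, cut at about 27% in these data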;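 note: 0% = acetylcholine EC80 with DMSO and 100% = DMSO without agonist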
# M5 PAM – positive allosteric modulators of human muscarinic M5 receptor. P08912. CHO-K1 hM5, Fluo-8 calcium, ACh EC20 PAM; 0% = ACh EC20, 100% = ACh EC100. activation, % at 3 µM. 360,000 compounds, 0.3% hits. AID 624038;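 active = activation above the run cutoff, the mean activation of all test compounds plus 3 SD, cut at about 18% in these data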
#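 Test system: CHO-K1 hM5 cells / Doses: single-point, 3 µM nominal / Times: Post-acetylcholine fluorescence recording 140 s / Technique: Fluo-8 calcium fluorescence / Measure: Max/basal fluorescence ratio as % of EC20–EC100 ACh window / Benchmarks: low control EC20 acetylcholine (0%), high control EC100 acetylcholine (100%) / Replicates: one well per compound, no replicates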
# M1 PAM – positive allosteric modulators of human M1 muscarinic receptor; activation, % at 3 µM; P11229; 360,000 compounds, 0.088% hits; AID 588819; CHO-K1 hM1, Fluo-8 calcium fluorescence, ACh EC20; 0% = ACh EC20, 100% = maximal ACh; in the data active = activation above about 19%, passing the limit was not always enough
# CRFBP-R2 block – antagonists of CRF-binding protein/CRF-R2 receptor complex. 350,000 compounds, 0.59% hits. inhibition, % at 11.8 µM. HEK293 CRF-R2/CRF-BP, CRF-induced calcium fluorescence;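 active = inhibition of the ligand-induced calcium signal above about 50% at the single tested concentration, limit read from the data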
# * marks the source's active call; other numbers are inactive results; x = not tested or not shown.
# The line under a structure holds: CHRM4 agonist, M4 PAM, CRFBP-R2 agonist, M5 ag, CHRM5 antagonist, M4 antag, M5 PAM, M1 PAM, CRFBP-R2 block
Cc1ccc(NC(=O)c2ccc(-c3nn(C)c(=O)c4ccccc34)cc2)c(C)c1
  2, -1, -0.7, -2, 2, 11, -4, 9, 20
Cn1c(=O)c2c(nc(SCC(=O)NC34CC5CC(CC(C5)C3)C4)n2C)n(C)c1=O
  0, 1, -0.8, 2, 1, 8, 3, 7, -8
O=C(Nc1ccc(Cl)c(S(=O)(=O)N2CCCCC2)c1)C1=COCCO1
  3, 11, 0.9, -1, -4, -13, -1, 11, -9
CSc1ccccc1C(=O)NCCCn1ccnc1
  0, 1, -0.1, -5, 4, 3, -2, 3, 2
COCCn1c(SCC(=O)Nc2ccc(F)cc2)nc2c(c1=O)SCC2
  0, -1, 0.1, 2, 6, -3, -3, 15, -10
CC(NC(N)=O)C(=O)NCC(=O)OCc1ccccc1 (stereo unspecified)
  1, -6, 1.2, -5, -10, 0, -7, 13, 7
CCN(CC)CCN1C(=O)C2C(C(=O)Nc3cccc(SC)c3)C3C=CC2(O3)C1C(=O)NC1CCCC(C)C1C (stereo unspecified)
  1, -6, -0.7, -4, 20, 6, -4, 14, -12
CC(=O)Nc1cc(-c2cccc(C(=O)NCCN(C)C)c2)cn2c(-c3cccc(C(F)(F)F)c3)cnc12
  2, 1, x, -2, -1, -8, 0, 6, x
CCc1c(C)sc(NC(=O)c2noc(C)c2[N+](=O)[O-])c1C#N
  1, 4, 1.2, -3, 4, -1, 5, 7, -7
Cc1ccsc1C(=O)OCC(=O)NCc1ccc(Cl)cc1
  1, 6, -0.9, -7, 7, -16, -2, 12, 1

# The line under a structure holds: CHRM4 agonist, M4 PAM, CRFBP-R2 agonist, M5 ag, CHRM5 antagonist, M4 antag, M5 PAM, M1 PAM, CRFBP-R2 block
Cc1ccc(C(=O)CN(CCCC(N)=O)S(=O)(=O)c2ccc([N+](=O)[O-])cc2)cc1
  1, 6, 0.2, 2, 10, -2, 3, 14, -4
CC(C)(C)OC(=O)CNC(=O)c1[nH]cnc1C(=O)Nc1ccc(CNC(=O)OC(C)(C)C)cc1
  23, -11, 0.2, 7, 23, 25, -34, -28, 3
O=S(=O)(c1ccc2ccccc2c1)n1cnc2ccccc21
  4, -3, 4.2, 0, 8, -12, -11, -8, 7
Cc1nn(-c2ccccc2)nc1C(N)=O
  1, 5, 0.3, 0, -3, -4, 7, 0, -4
O=C(NC(=S)Nc1ccc2c(c1)OCCO2)c1ccccc1
  2, 14, 20, 5, -8, -2, 10, 2, -68
CC(OC(=O)CCC1CCCC1)C(=O)Nc1ccccc1[N+](=O)[O-] (stereo unspecified)
  -1, 1, -0.7, -1, -3, -15, 1, 5, -8
CCN(c1ccc(OC)cc1)S(=O)(=O)c1csc(C(N)=O)c1
  1, 1, -3.1, -1, 10, -3, -5, 11, 11
O=C(N/N=C/c1ccccn1)c1ccc2nc[nH]c2c1
  9, -6, 0.9, 0, 4, 3, -8, 6, -8
NC(=O)C1CCN(C2OC(=O)c3ccccc32)CC1 (stereo unspecified)
  0, 11, 0.6, 0, -1, 25, 1, 13, -7
O=S(=O)(c1ccc(F)cc1)N1CCCN(c2nccc(C(F)(F)F)n2)CC1
  0, -3, 2.1, -6, 9, 10, -1, 7, 7

# The line under a structure holds: CHRM4 agonist, M4 PAM, CRFBP-R2 agonist, M5 ag, CHRM5 antagonist, M4 antag, M5 PAM, M1 PAM, CRFBP-R2 block
COc1ccc(S(=O)(=O)N2CCOCC2)cc1C(=O)Nc1cc(C)on1
  1, 3, -1.6, -4, -2, -14, 1, 0, 11
COc1ccc(C)cc1NC(=O)C(Sc1nncn1C)c1ccccc1 (stereo unspecified)
  0, 3, -0.4, 2, -2, 4, 2, 3, -8
COc1ccc(/C=N/NC(=O)c2[nH]c3ccc(C)cc3c2-c2ccccc2)c(C(=O)O)c1OC
  1, 5, 7.8, 0, -5, -16, 8, 18, -20
CCCCc1ccc(NC(=O)c2cnccn2)cc1
  2, -7, -3.0, -5, 0, -18, 4, 1, -15
O=C(Nc1ccc(N2CCOCC2)c(S(=O)(=O)Nc2ccc(Cl)cc2)c1)c1ccc(=O)[nH]n1
  5, 8, -0.8, 5, -1, -18, -7, 6, -2
CC(C)(C)c1ccc(N2C(=O)CC(c3ccccc3)C2=O)cc1 (stereo unspecified)
  1, -3, 4.2, -1, 6, -4, -3, 9, -2
Cc1c(Cl)cccc1NC(=O)COC(=O)Cc1ccsc1
  0, 8, -1.7, 0, 0, -9, 6, 6, 4
CC(C)COC(=O)Nc1nnc(SCc2ccccc2F)s1
  -1, 11, 1.2, -2, -4, -5, 0, -6, -11
Cc1cc(Br)cn2c(Cc3ccsc3)c(-c3cccc(Cl)c3)nc12
  -1, -4, x, 0, -12, -7, -6, -6, x
O=C(/C=C/c1cccs1)Nc1nc(-c2ccccc2)cs1
  3, 8, -0.3, 0, -2, -8, 4, -3, 1

# The line under a structure holds: CHRM4 agonist, M4 PAM, CRFBP-R2 agonist, M5 ag, CHRM5 antagonist, M4 antag, M5 PAM, M1 PAM, CRFBP-R2 block
O=C(/C=C/c1ccc(F)cc1)Nc1cc(S(=O)(=O)N2CCOCC2)ccc1N1CCOCC1
  1, 10, 0.5, 1, -8, -13, 5, 13, 2
Cc1ccc(N(C(=O)c2ccccn2)C(C(=O)NC2CCCCC2)c2ccncc2)cc1 (stereo unspecified)
  2, 5, -0.2, -3, 9, -5, -1, 11, -14
CC(C)CC(CO)N1CCN(C(=O)c2cccc(Cl)c2)CCC1=O (stereo unspecified)
  3, 8, 0.6, 0, -13, -14, 11, 4, 10
CCOc1ccc2nc(N/C(N)=N/C(=S)Nc3ccc(C)c(C)c3)nc(C)c2c1
  1, 2, 5.1, 2, -3, -7, 1, 6, -32
CCNc1ncnc2c1cnn2C
  2, 7, 8.7, -3, 5, 6, -1, 1, 11
CC1C(=O)Nc2ccccc2N1C(=O)C1CC1 (stereo unspecified)
  0, -4, -0.4, 1, 1, 8, 1, 2, -7
O=C(NC12CC3CC(CC(C3)C1)C2)c1cncc(O)c1
  2, -10, -0.7, 3, 0, -17, -6, 7, 15
COc1ccc(-c2cc(CCCC(=O)NCc3ccccn3)no2)cc1
  7, 3, 0.6, 0, -3, -7, -1, 3, 11
CCOC(=O)c1c(C)nc2ccccn12
  0, 10, 1.9, 0, -2, -2, -9, -4, -2
O=C(CNC(=O)C1CCCCC1)Nc1ccc(F)c(Cl)c1
  1, -2, 1.2, -2, 3, -2, 7, 6, 65*

# Shown tab-delimited: part of the list above
Compound	CHRM4 agonist	M4 PAM	CRFBP-R2 agonist	M5 ag	CHRM5 antagonist	M4 antag	M5 PAM	M1 PAM	CRFBP-R2 block
O=C(/C=C/c1ccc(F)cc1)Nc1cc(S(=O)(=O)N2CCOCC2)ccc1N1CCOCC1	1	10	0.5	1	-8	-13	5	13	2
Cc1ccc(N(C(=O)c2ccccn2)C(C(=O)NC2CCCCC2)c2ccncc2)cc1 (stereo unspecified)	2	5	-0.2	-3	9	-5	-1	11	-14
CC(C)CC(CO)N1CCN(C(=O)c2cccc(Cl)c2)CCC1=O (stereo unspecified)	3	8	0.6	0	-13	-14	11	4	10

# Entries of single compounds, quoted from the list:
# O=C(/C=C/c1ccc(F)cc1)Nc1cc(S(=O)(=O)N2CCOCC2)ccc1N1CCOCC1 across the screens: CHRM4 agonist: 1; M4 PAM: 10; CRFBP-R2 agonist: 0.5; M5 ag: 1; CHRM5 antagonist: -8; M4 antag: -13; M5 PAM: 5; M1 PAM: 13; CRFBP-R2 block: 2
# Cc1ccc(N(C(=O)c2ccccn2)C(C(=O)NC2CCCCC2)c2ccncc2)cc1 (stereo unspecified) across the screens: CHRM4 agonist: 2; M4 PAM: 5; CRFBP-R2 agonist: -0.2; M5 ag: -3; CHRM5 antagonist: 9; M4 antag: -5; M5 PAM: -1; M1 PAM: 11; CRFBP-R2 block: -14
# CC(C)CC(CO)N1CCN(C(=O)c2cccc(Cl)c2)CCC1=O (stereo unspecified) across the screens: CHRM4 agonist: 3; M4 PAM: 8; CRFBP-R2 agonist: 0.6; M5 ag: 0; CHRM5 antagonist: -13; M4 antag: -14; M5 PAM: 11; M1 PAM: 4; CRFBP-R2 block: 10

# (list continues)
# The line under a structure holds: CHRM4 agonist, M4 PAM, CRFBP-R2 agonist, M5 ag, CHRM5 antagonist, M4 antag, M5 PAM, M1 PAM, CRFBP-R2 block
COc1ccc(C)cc1NS(=O)(=O)c1ccc2c(c1)oc(=O)n2C
  1, -2, -0.9, 0, -2, -1, 4, 0, -2
CCOc1ccc(CC(=O)C2=C(N3CCOCC3)CC(C)(C)CC2=O)cc1OCC
  16, -9, 0.0, 4, 16, -1, -10, -6, 3
CCCc1cc(=O)oc2cc(OCC(=O)N3CCc4ccccc43)ccc12
  0, 5, -2.8, -2, -10, -4, 6, 9, 14
O=C(c1ccco1)N1N=C(c2cccs2)CC1c1ccc(F)cc1 (stereo unspecified)
  0, 11, -1.6, -2, 10, -3, -9, 7, -9
COC(=O)c1cc(C)sc1NC(=O)c1cccnc1
  1, 3, -0.7, -2, 1, -16, -1, 6, 0
CCOCc1c(C(=O)NCc2ccccc2CN2CCCC2)oc2ccccc12
  1, 0, 0.9, -6, 10, -3, 3, -11, 5
O=C(CCc1nc2ccccc2c(=O)[nH]1)OCc1nnc(-c2ccccc2)o1
  1, -5, 0.0, 0, -1, 2, 1, -4, 4
CCOC(=O)c1c(/N=C/c2cccc([N+](=O)[O-])c2O)sc(C)c1C
  -1, 1, -0.9, 2, -2, -8, 5, 3, 8
CC(C)(C)NS(=O)(=O)c1ccc(CCC(=O)O)cc1
  0, 14, -1.2, 2, -12, 4, 3, 3, -2
Cc1ccc(C2=NN(CC(=O)NCCC(C)C)C(=O)CC2)cc1
  21, -12, -1.2, -1, 16, 4, -11, -12, 9

# The line under a structure holds: CHRM4 agonist, M4 PAM, CRFBP-R2 agonist, M5 ag, CHRM5 antagonist, M4 antag, M5 PAM, M1 PAM, CRFBP-R2 block
N/C(Cc1ccc(Cl)cc1Cl)=N\OC(=O)Cc1ccc(Cl)cc1
  -1, 10, 1.0, -3, -3, -13, -4, -2, 2
N#Cc1cn(Cc2ccco2)c(=O)[nH]c1=O
  0, 0, -0.6, 0, 8, -1, 8, 3, -12
CC(C)N(Cc1nc(-c2ccc(Cl)cc2)no1)C(=O)CCC1CCCC1
  -1, -4, 1.7, -4, -3, -2, -2, -8, -3
CC[C@]12c3[nH]c4ccc(Cl)cc4c3CCN1C(=O)[C@@H](CC(=O)NCCN1CCOCC1)C[C@@H]2C(=O)N1CCN(C(=O)c2ccco2)CC1
  0, 0, -4.1, -1, -5, -7, 2, -1, -7
Cc1ccc(CNC(=O)c2ccc(C#CC(C)(C)O)s2)cc1
  1, 0, 3.9, -1, -12, -6, 15, -8, 1
COc1cccc(CNc2nc3cc(-c4cccc(C(F)(F)F)c4)sc3c(=O)n2C)c1OC
  1, 4, x, 0, 3, -14, -1, 6, x
O=C(Nc1ccc2c(c1)OCO2)C1(S(=O)(=O)c2ccc(Cl)cc2)CC1
  1, -1, -3.7, -3, -9, -10, 0, 6, 14
c1ccc(Cn2nnnc2C(c2cccs2)N2CCc3ccccc3C2)cc1 (stereo unspecified)
  -2, -8, 3.2, -2, 6, -2, -4, -2, 0
COc1ccc(N2CCN(C(=O)Nc3cccc(C(F)(F)F)c3)CC2)cc1
  7, -3, -0.7, 0, -6, 1, 0, -2, 0
COc1ccc(N2C(=O)CN=C2Nc2nc(C)cc(C)n2)cc1
  1, -3, 0.5, -4, 6, 5, -4, 6, -11
